# Menin-MLL TR inh = inhibitors of human menin-MLL interaction, mutant MLL peptide; Menin + Texas Red MLL mutant peptide, fluorescence polarization; Potency, µM (doses to about 61.6 µM), without a hit: at the highest dose FP activity change, negative = inhibition, actives largely listed as inhibitors; hit rate 0.23% among 270,000; active = well fitted inhibition curve with a large enough effect in the polarisation, with a control signal flat, not every such curve was filed as active; inconclusive = small, poorly fitted or top-dose-only effect, or effect the other way, or a change in a side signal; inactive = no such curve, though single readings can be large or run the other way; the % refers to the polarisation; also: % of control where 0% means no effect; many of its hits are not listed in these tables
# Target sequence (O00255 whole entry, looked up): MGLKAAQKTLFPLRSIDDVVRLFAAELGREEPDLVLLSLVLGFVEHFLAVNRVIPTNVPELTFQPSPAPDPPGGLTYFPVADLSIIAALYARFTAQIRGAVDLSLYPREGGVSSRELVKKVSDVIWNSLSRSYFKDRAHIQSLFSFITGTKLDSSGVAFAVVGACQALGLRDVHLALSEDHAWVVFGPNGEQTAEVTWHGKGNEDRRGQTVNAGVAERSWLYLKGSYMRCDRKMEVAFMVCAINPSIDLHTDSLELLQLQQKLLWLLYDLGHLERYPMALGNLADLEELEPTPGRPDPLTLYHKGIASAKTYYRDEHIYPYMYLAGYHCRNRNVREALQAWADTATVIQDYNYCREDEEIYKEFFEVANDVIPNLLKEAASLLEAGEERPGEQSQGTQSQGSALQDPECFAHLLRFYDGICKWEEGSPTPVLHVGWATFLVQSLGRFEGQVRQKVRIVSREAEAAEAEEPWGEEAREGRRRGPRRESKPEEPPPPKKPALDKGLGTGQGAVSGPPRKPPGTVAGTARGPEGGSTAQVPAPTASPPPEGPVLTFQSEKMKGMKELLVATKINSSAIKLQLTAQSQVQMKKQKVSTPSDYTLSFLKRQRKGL
# * marks the source's active call; other numbers are inactive results; ? = inconclusive; & = joins results of further samples; [ ] = remark or other dose. Potency is read from the fitted curve at half-maximal effect. Some of the compounds tested. The share of hits here may be higher or lower than overall.
SMILES,Menin-MLL TR inh
CC(C)=CCC/C(C)=C/CO/N=C1/C[C@@H](O)[C@@H](O)[C@@H]2[C@@H]3C(=O)N([C@@H](C)c4ccccc4)C(=O)[C@H]3CC[C@@H]12,-13%[11.7 µM]
CN(C)Cc1ccccc1-c1cncnc1NC1CC1,-4%
CN(C)c1ncc2nc(CCc3ccccc3)c(=O)n(CCC#N)c2n1,0%
Cn1cc(-c2nc3cnc(Oc4ccccc4)nc3n(C)c2=O)c2ccccc21,2%
Cc1cccc(CNc2nc(-c3cccc(NS(C)(=O)=O)c3)nc3ccccc23)c1,?
CS(=O)(=O)N1CCC2(CCN(C(=O)Nc3cccc(C#N)c3)CC2)CC1,23%
O=C(/C=C/C(=O)Oc1ccccc1C(=O)O)Oc1ccccc1C(=O)O,-3%
COc1ccccc1-c1nc(NCc2cnc(C)cn2)c2ccccc2n1,?
COc1c(O)cc2c(-c3ccccc3)cc(=O)oc2c1OC,-1%
Cc1noc(C)c1-c1nccc(NCc2cccnc2)n1,-2%
COc1cccc(-c2cncnc2Nc2ccccc2)c1,2%
CNC(=O)[C@H]1O[C@H](n2cnc3c(NCc4cccc(I)c4)ncnc32)[C@@H](O)[C@@H]1O,-7%[24.8 µM]

# Gathered by group, the compounds so far containing sulfur (two)
SMILES,Menin-MLL TR inh
Cc1cccc(CNc2nc(-c3cccc(NS(C)(=O)=O)c3)nc3ccccc23)c1,?
CS(=O)(=O)N1CCC2(CCN(C(=O)Nc3cccc(C#N)c3)CC2)CC1,23%

# Next part.
SMILES,Menin-MLL TR inh
COC(=O)C[C@@H]1O[C@H]1[C@H](C)[C@@H](OC)C(C)C,-4%[11.7 µM]
O=C1C[C@H](c2ccccc2)[C@@H](c2ccc(Br)cc2)O1,3%[11.7 µM]
OC[C@@H]1O[C@@H](O)[C@H](O)[C@H](O)[C@@H]1O,6%
CC/C=C/[C@@H](c1ccccc1)[C@H](C)C(O)CC(=O)SC(C)(C)C (stereo partly drawn),-12%
c1csc(CNc2cc(-c3ccoc3)ncn2)c1,0%
COc1cc2c3cc1OCc1c(O)c(OC)cc4c1C(Cc1ccc(cc1)Oc1cc(ccc1O)CC3N(C)CC2)N(C)CC4 (stereo not drawn),-18%
COc1cccc(Cn2c(=O)c(-c3ccc(F)cc3)nc3cnc(N4CCNCC4)nc32)c1,22%
Cn1cc(-c2nc3cnc(N4CCOCC4)nc3n(CCC#N)c2=O)c2ccccc21,1%
COc1ccc(COC(=O)N/N=C2/C[C@@H](O)[C@@H](O)[C@@H]3[C@@H]4C(=O)N(Cc5ccc6c(c5)OCO6)C(=O)[C@H]4CC[C@H]23)cc1,-9%[11.7 µM]
C[C@H](O/N=C1/[C@H]2O[C@@H]2[C@@H](O)[C@H]2[C@H]1CCn1c(=O)n(-c3ccccc3)c(=O)n12)c1cn([C@H]2COC[C@H]2O)nn1,11%[11.7 µM]
COc1cc2c(cc1OC)C1C(=O)c3c(cc4c(c3O)C=CC(C)(C)O4)OC1CO2 (stereo not drawn),7%
CC1(C)O[C@H]2O[C@@H]([C@H](O)CON3C(=O)c4ccccc4C3=O)[C@H](O)[C@H]2O1,1%[11.7 µM]
COc1cccc(-c2cc(NCc3ccccc3OC)ncn2)c1,5%
COC(=O)C/C=C1\c2ccc3c(c2[C@@H](OC)[C@@H]1C)OCO3,4%
C#Cc1ccc2c(c1)C(=O)N(C)Cc1c(C(=O)OCCCOC(=O)c3ncn4c3CN(C)C(=O)c3cc(C#C)ccc3-4)ncn1-2,1%
CSCCC(N)C(=O)NC(CC(C)C)C(=O)NC(Cc1ccccc1)C(=O)O (stereo not drawn),3%
Cc1nc2cnc(N3CCNCC3)nc2n(CCC#N)c1=O,1%
CCCCCCC#CC1C=CC(OC(=O)OCC)C(COC(=O)OCC)O1 (stereo not drawn),-2%[11.7 µM]
O=C(c1csnn1)N1CCC2(CC1)CN(c1cccc(-c3ccccc3)c1)C2,44%[activator]
FC(F)(F)c1cccc(-c2noc(-c3cc(-c4ccccc4)c(C(F)(F)F)s3)n2)c1,10%&17%
CCNc1ncc2nc(-c3cccc(C#N)c3)c(=O)n(Cc3cccc(OC)c3)c2n1,1%
C[C@H]1Cc2c(COc3ccccc3)nc3c(c2CO1)CN(S(=O)(=O)c1ccc(C#N)cc1)CC3,-15%[11.7 µM]
C[C@@H](CN(C)C[C@H]1C(=O)O[C@@H]2C[C@@]3(C)CCC[C@]4(CO4)C3CC21)[C@H](O)c1ccccc1 (stereo partly drawn),-14%
O=C(O)c1cc(C(=O)O)c(C(=O)N(Cc2cccc(Oc3ccccc3)c2)[C@H]2CCCc3ccccc32)cc1C(=O)O,21%
COc1ccc(SCC(CC(C)C)N2CCN(CCc3ccccc3)CCC2=O)cc1 (stereo not drawn),-14%
COc1ccc2c(c1)CCC1[C@@H]2CCC2(C)[C@@H](NCCCCCCN3C(=O)C=CC3=O)CC[C@@H]12 (stereo partly drawn),-4%[24.8 µM]
COc1cc(C2=N/C(=C\c3ccccc3)C(=O)O2)cc(OC)c1OC,-20%
CC(C)(C)OC(=O)NCCCCC1=CC2=CC(=O)C(C)(OC(=O)c3cnc4ccccc4n3)C(=O)C2=CO1 (stereo not drawn),8%
NC(N)=NCCCC(NC(=O)C(N)Cc1ccc(O)cc1)C(=O)O (stereo not drawn),-12%
Cc1cc2nc3c(=O)[nH]c(=O)nc-3n(CC(O)C(O)C(O)CO)c2cc1C (stereo not drawn),-2%
CC1CC=CC2C1C(=O)N(Cc1ccccc1)C2c1ccc2ccccc2c1C=Cc1ccccc1 (stereo not drawn),-12%
Cc1ccc(S(=O)(=O)N[C@H]2COC(=O)[C@@H](Cc3ccccc3)NC(=O)[C@@H](C)COC(=O)C/C=C\[C@@H]2C)cc1,-6%&15%[11.7 µM]
COc1cc(OC)c2c(=O)c(-c3ccc4c(c3)OCO4)coc2c1,-2%
N#Cc1cccc(NC(=O)N2CCCC3(CCN(C(=O)c4ccncc4)CC3)C2)c1,-12%
COC(=O)c1ccc(C(NC(=O)OCc2ccccc2)/C(I)=C/[C@@H](C)C(=O)NCc2ccncc2)cc1 (stereo partly drawn),0%
O=C(Nc1cccc(F)c1)N1CC2(CCN(C(=O)c3ccco3)CC2)C1,11%

# 7 entries from above in another layout:
Structure	Menin-MLL TR inh
COc1cc2c3cc1OCc1c(O)c(OC)cc4c1C(Cc1ccc(cc1)Oc1cc(ccc1O)CC3N(C)CC2)N(C)CC4 (stereo not drawn)	-18%
COc1cccc(Cn2c(=O)c(-c3ccc(F)cc3)nc3cnc(N4CCNCC4)nc32)c1	22%
Cn1cc(-c2nc3cnc(N4CCOCC4)nc3n(CCC#N)c2=O)c2ccccc21	1%
COc1ccc(COC(=O)N/N=C2/C[C@@H](O)[C@@H](O)[C@@H]3[C@@H]4C(=O)N(Cc5ccc6c(c5)OCO6)C(=O)[C@H]4CC[C@H]23)cc1	-9%[11.7 µM]
C[C@H](O/N=C1/[C@H]2O[C@@H]2[C@@H](O)[C@H]2[C@H]1CCn1c(=O)n(-c3ccccc3)c(=O)n12)c1cn([C@H]2COC[C@H]2O)nn1	11%[11.7 µM]
COc1cc2c(cc1OC)C1C(=O)c3c(cc4c(c3O)C=CC(C)(C)O4)OC1CO2 (stereo not drawn)	7%
CC1(C)O[C@H]2O[C@@H]([C@H](O)CON3C(=O)c4ccccc4C3=O)[C@H](O)[C@H]2O1	1%[11.7 µM]

# Continued:
SMILES,Menin-MLL TR inh
CCCCc1c(O)n(-c2ccccc2)[nH]c1=O,13%
C=CCc1ccccc1OC[C@H](O)CNC(C)C,1%[24.8 µM]
COCC(=O)N1CCC2(CC1)CCN(c1cccc(-c3ccccc3)c1)CC2,0%
CC12CC[C@@H]3c4ccc(OS(=O)(=O)O)cc4CC[C@H]3C1CCC2=O (stereo partly drawn),-7%[24.8 µM]
COc1cc(-c2oc3cc(O)cc(O)c3c(=O)c2O[C@@H]2O[C@H](CO)[C@@H](O)[C@H](O)[C@H]2O)ccc1O,7%
COc1cc(NS(=O)(=O)c2ccc([N+](=O)[O-])cc2)c2ncccc2c1,?
COC(=O)N1[C@H]2CC[C@@]3(C)C=C(C)O[C@]1(C)C3c1ccccc12,-8%
CCCCCCCCN=C(N)c1ccc(C(=O)OCC2CCCCC2)cc1,-19%
CC(=O)N1CCC2(CC1)CCN(c1ccc(-c3ccccc3)cc1)CC2,-15%
c1cncc(-c2cncnc2-n2ccnc2)c1,-29%
CC1=CC2C(C)(C)CC(=O)C[C@]2(C)CC1COc1ccc2c(c1)CC(=O)C=C2 (stereo partly drawn),0%
Cn1c(=O)c(-c2ccccc2)nc2cnc(Nc3ccccc3)nc21,?
COC(=O)c1ccc(C(NC(=O)OCc2ccccc2)/C(I)=C/[C@@H](C)C(=O)NCc2ccc(C)o2)cc1 (stereo partly drawn),12%
O=C(Nc1ccccc1)N1CC[C@@]2(CCCN(C(=O)c3cccc(F)c3)C2)C1,-1%
COCOc1ccc(OC)cc1C(=O)C1O[C@H]1c1ccc(OC)c(Br)c1 (stereo partly drawn),-5%
COC(=O)C(C(=O)OC)[C@@H]1O[C@@]23COC=C[C@]2(C)[C@H]3c2ccccc21,-18%
CCCCNc1nc(C)nc2c1nc(-c1ccccc1)n2CCCCN(CC)CC,-6%
COc1cc(NS(=O)(=O)c2cccc([N+](=O)[O-])c2)c2ncccc2c1,?
O=C1OC2(c3cc(I)c(O)c(I)c3Oc3c2cc(I)c(O)c3I)c2c(Cl)c(Cl)c(Cl)c(Cl)c21,?
CN(Cc1ccco1)c1ncncc1-c1ccc2c(c1)OCO2,-10%
Cc1ccc(S(=O)(=O)Nc2cccc3ccc(C)nc23)cc1,?
COC(=O)[C@@]1(Cc2ccc(OC)cc2)[C@H]2c3cc(C(=O)N4CCCC4)n(C[C@H](O)CO)c3C[C@H]2CN1C(=O)c1ccccc1,-16%
CC(C)=CCOc1cc2oc(=O)ccc2cc1O,3%
COc1ccc(-n2c(=O)c(CCc3ccccc3)nc3cnc(N(C)C)nc32)cc1,16%
COCC(=O)N1CCC2(CC1)CCN(c1ccccn1)CC2,5%
CSCC[C@H](NC(=O)[C@H](CC(C)C)NC(=O)CNC(=O)[C@H](Cc1ccccc1)N(C)C(=O)[C@H](Cc1ccccc1)NC(=O)[C@H](CC(=O)O)NC(=O)[C@@H](N)CC(=O)O)C(N)=O,11%
CS(=O)(=O)Nc1cccc(-c2cncnc2Nc2ccc(F)cc2)c1,-23%
O=C(Nc1cccc(F)c1)N1CC[C@@]2(CCCN(C(=O)c3cc(C(F)(F)F)cc(C(F)(F)F)c3)C2)C1,1%
COc1ccc(NC(=O)N2CC3(CCN(C(=O)c4cc(C(F)(F)F)cc(C(F)(F)F)c4)CC3)C2)cc1,-11%
CC(C)(C)OC(=O)N1C=CCC1CN1C(=O)COCC1=O (stereo not drawn),-4%
CN(C)C(=O)c1ccc(-c2nc(NCc3ccccc3)c3ccccc3n2)cc1,12%
CN(C)C(=O)c1ccc(-c2cncnc2-n2ccnc2)cc1,1%
COc1ccc(C(=O)N2CCC3(CCCN(c4ccncc4)C3)CC2)cc1,11%
COc1ccccc1CCn1c(=O)c(C)nc2cncnc21,-6%
NCCc1cnc(-c2cccc(C(F)(F)F)c2)[nH]1,7%
C=C1CCC2[C@](C)(CO)[C@H](O)CC[C@@]2(C)[C@@H]1C/C=C1/C(=O)OC[C@H]1O (stereo partly drawn),13%
COc1ccc(C(=O)N2CCC3(CC2)CN(C(=O)NC(C)C)C3)cc1,1%
COC(=O)N1CCC[C@@]2(CCN(C(=O)Nc3cccc(C#N)c3)C2)C1,-1%
N#CCCn1c(=O)c(-c2ccc(F)cc2)nc2cnc(N3CCOCC3)nc21,-15%
O=C(c1cc(C(F)(F)F)cc(C(F)(F)F)c1)N1CCC[C@@]2(CCN(Cc3nccs3)C2)C1,-1%
COC(=O)c1ccc(C(NC(=O)OCc2ccccc2)/C(=C/[C@@H](C)C(=O)NCc2ccncc2)c2cccnc2)cc1 (stereo partly drawn),0%
COC(=O)C1(C)C=C2C(=C(c3ccccc3)C(=O)C2C)CN1 (stereo not drawn),-4%
C[C@@H]1/C=C\CC(=O)OC[C@H]2O[C@@H](C=C[C@@H]2O)[C@H](C)/C=C\CC(=O)OC1,-6%[11.7 µM]
CC12CCC=CC1C(c1ccc3ccccc3c1Br)N(Cc1ccccc1)C2=O (stereo not drawn),?
CCCCCCCC/C=C\CCCCCCCC(=O)N[C@@H](CO)Cc1ccc(O)cc1,0%[24.8 µM]
CCc1c2c(nc3ccccc13)OC(C)C2 (stereo not drawn),5%
CC(=O)OCC1C2CC[C@H]3C(OCc4ccc(F)cc4C(F)(F)F)OC[C@]4(C)[C@H]3C2=C(CN4C(=O)OC(C)(C)C)[C@H](C)C1COC(C)=O (stereo partly drawn),-17%
C=C1CCC(O)C/C1=C\C=C1/CCCC2(C)C1CCC2C(C)/C=C/C(C)C(C)C (stereo not drawn),0%[24.8 µM]
COc1cccc(Cn2c(=O)cnc3cnc(Nc4cccc(OC)c4)nc32)c1,?
Cc1cccc(CNc2ncnc3ccc(-c4c(C)noc4C)cc23)c1,-4%
CCCN(C/C=C\I)[C@@H]1CCc2cccc(O)c2C1,-1%[24.8 µM]
CC(C)C[C@@H](CC(=O)N[C@@H](CCC(=O)O)CC(=O)O)NC(=O)[C@@H]1CNCC[C@H]1NC(=O)C[C@H](CCCN)NC(=O)C[C@H](CO)NC(=O)[C@@H]1CNCC[C@H]1N,8%

# Laid out differently: four of the compounds above
SMILES | Menin-MLL TR inh
COc1cccc(Cn2c(=O)cnc3cnc(Nc4cccc(OC)c4)nc32)c1 | ?
Cc1cccc(CNc2ncnc3ccc(-c4c(C)noc4C)cc23)c1 | -4%
CCCN(C/C=C\I)[C@@H]1CCc2cccc(O)c2C1 | -1%[24.8 µM]
CC(C)C[C@@H](CC(=O)N[C@@H](CCC(=O)O)CC(=O)O)NC(=O)[C@@H]1CNCC[C@H]1NC(=O)C[C@H](CCCN)NC(=O)C[C@H](CO)NC(=O)[C@@H]1CNCC[C@H]1N | 8%

# Bioassay records deposited in PubChem by National Center for Advancing Translational Sciences (NCATS).
